NR2F2 inh: inhibitors of human COUP-TFII (NR2F2). P24468. inhibition, % at 8.6 µM. 0.7% of 370,000 active. HEK293T NGFI-A luciferase reporter, luminescence;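 active = inhibition above a per-plate cutoff, mean inhibition of test wells between control levels plus 3 SD, cut at about 38% in these data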;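 note: cells cotransfected with COUP-TFII expression vector driving the NGFI-A reporter; 0% = median of COUP-TF2 test wells and 100% = reporter-only cells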
LRH-1 inv ag: inverse agonists of human LRH-1 (NR5A2); inhibition, % at 3.6 µM; 0.13% of 360,000 active; O00482; AID 602396; HEK293T StAR-luciferase reporter, LRH-1 transfected, 24 h;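 active = inhibition above the mean inhibition of all tested compounds plus 3 SD, cut at about 73% in these data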;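 note: 0% = DMSO wells and 100% = reporter-only cells lacking LRH-1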
TROY NFkB inh: TROY signaling inhibition; Q293 LMP1-TROYcd NF-kB luciferase reporter, 4 h; inhibition, % at 10 µM; 0.98% of 360,000 active;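 active = compounds whose plate-normalised and pattern-corrected inhibition of the luciferase reporter signal at the single screening dose is 50% or more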
Exocytosis inh: blocks lytic granule exocytosis | TALL-104 LAMP-1 surface exposure, flow cytometry; cells stimulated with thapsigargin and PMA | inhibition, % at 10 µM | 0.66% of 360,000 active | AID 651702;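 active = inhibition above about 55%, limit read from the data; inconclusive = no clear call, values can overlap the other calls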
TWEAK-Fn14 inh: inhibitors of TWEAK-Fn14 interaction signaling; TWEAK-stimulated Fn14 reporter cells, luciferase luminescence, 8 h; inhibition, % at 10 µM; 2% of 360,000 active; in the data active = inhibition above about 50%
SRC1 inh: inhibitors of human steroid receptor coactivator 1 (SRC1); 0.12% of 360,000 active; HEK293 GAL4-SRC1 luciferase reporter, luminescence; AID 588354; Q15788; inhibition, % at 3.6 µM;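 active = inhibition above the campaign mean plus 3 SD, with each screening campaign given its own cutoff, cut at about 60% in these data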;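 note: 0% = DMSO treated cells and 100% = gossypol at 36 µM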
NCOA3 inh: inhibitors of human steroid receptor coactivator 3 (SRC3); Q9Y6Q9; 0.17% of 360,000 active; HEK293 GAL4-SRC3 luciferase reporter, luminescence; AID 588352; inhibition, % at 3.6 µM;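 active = inhibition above a per-campaign cutoff, the mean of all compounds plus 3 SD, cut at about 60% in these data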;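 note: 0% = DMSO-treated cells and 100% = gossypol-treated cells at 36 µM; higher means less SRC3-driven luciferase light from the GAL4 reporter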
TLR9-MyD88 inh: blocks human TLR9 binding to MyD88 | AID 504734 | Q9NR96+Q99836 | inhibition, % at 4.98 µM | CHO BLA complementation TLR9-MyD88, CCF4 FRET ratio | 0.21% of 340,000 active;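 active = inhibition above the mean over all tested compounds plus 3 SD, cut at about 21% in these data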;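 note: 0% = DMSO only wells and 100% = clavulanate BLA inhibitor control wells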
Target sequence (Q99836 whole entry, looked up): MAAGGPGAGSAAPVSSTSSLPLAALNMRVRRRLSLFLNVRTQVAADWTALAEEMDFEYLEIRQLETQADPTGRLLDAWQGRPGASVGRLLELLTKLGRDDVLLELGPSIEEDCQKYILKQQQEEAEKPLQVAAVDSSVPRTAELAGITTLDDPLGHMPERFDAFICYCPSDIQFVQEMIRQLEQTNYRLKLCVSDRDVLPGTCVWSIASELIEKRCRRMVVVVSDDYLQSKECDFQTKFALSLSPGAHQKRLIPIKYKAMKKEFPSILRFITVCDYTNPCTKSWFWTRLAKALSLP
Target sequence (Q9NR96 whole entry, looked up): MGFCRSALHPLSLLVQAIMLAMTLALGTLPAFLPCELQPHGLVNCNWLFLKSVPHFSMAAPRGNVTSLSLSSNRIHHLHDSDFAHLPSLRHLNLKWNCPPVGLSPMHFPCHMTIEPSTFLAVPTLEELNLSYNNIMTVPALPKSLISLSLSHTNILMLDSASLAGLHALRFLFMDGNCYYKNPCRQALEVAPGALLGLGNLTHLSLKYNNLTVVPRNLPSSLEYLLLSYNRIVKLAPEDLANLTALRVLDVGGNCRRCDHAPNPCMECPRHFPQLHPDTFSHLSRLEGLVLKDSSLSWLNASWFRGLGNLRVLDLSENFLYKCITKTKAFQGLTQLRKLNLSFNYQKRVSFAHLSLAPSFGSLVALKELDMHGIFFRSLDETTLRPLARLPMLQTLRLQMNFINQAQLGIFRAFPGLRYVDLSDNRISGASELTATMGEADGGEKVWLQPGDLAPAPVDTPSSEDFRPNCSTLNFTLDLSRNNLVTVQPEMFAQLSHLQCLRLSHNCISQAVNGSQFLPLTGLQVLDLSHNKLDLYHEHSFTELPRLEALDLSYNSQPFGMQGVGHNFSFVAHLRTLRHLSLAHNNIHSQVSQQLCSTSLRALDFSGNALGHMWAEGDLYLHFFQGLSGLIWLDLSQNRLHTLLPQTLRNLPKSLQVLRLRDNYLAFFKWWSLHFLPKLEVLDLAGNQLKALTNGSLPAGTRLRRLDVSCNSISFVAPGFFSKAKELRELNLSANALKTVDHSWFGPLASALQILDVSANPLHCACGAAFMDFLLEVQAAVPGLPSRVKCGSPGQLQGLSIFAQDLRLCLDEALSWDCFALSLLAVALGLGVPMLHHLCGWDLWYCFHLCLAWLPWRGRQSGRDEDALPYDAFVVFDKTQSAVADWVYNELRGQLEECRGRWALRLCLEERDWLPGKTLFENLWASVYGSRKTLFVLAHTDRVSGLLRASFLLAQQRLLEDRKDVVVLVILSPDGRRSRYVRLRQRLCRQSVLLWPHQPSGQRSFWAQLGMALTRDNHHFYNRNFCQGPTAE
SRC2 inh: inhibits human steroid receptor coactivator 2; inhibition, % at 9 µM; HEK293 GAL4-SRC2 luciferase reporter, luminescence; AID 651957; 0.17% of 370,000 active; Q15596;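 active = inhibition above the mean inhibition of all tested compounds plus 3 SD, set per campaign, cut at about 52% in these data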;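 note: 0% = DMSO treated cells and 100% = cells given Gossypol at 36 µM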
ABHD5-PLIN5 inh: blocks binding of human ABHD5 to perilipin-5. Q00G26+Q8WTS1. Split G. princeps luciferase complementation, luminescence, 4 h. inhibition, % at 4 µM. 0.78% of 360,000 active. AID 602281;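 active = inhibition above the mean inhibition across every tested compound plus 3 SD, cut at about 22% in these data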;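 note: 0% = DMSO only wells and the 100% control is not disclosed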
NOD2-RIPK2 inh: inhibitors of human NOD2-RIPK2 interaction | O43353 | CHO BLA complementation NOD2-RIPK2, CCF4 ratio | inhibition, % at 4.98 µM | 0.38% of 360,000 active | AID 624267; in the data active = inhibition above about 21%;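 note: 0% = vehicle only and 100% = reference blocker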
* marks the source's active call; other numbers are inactive results; u = inconclusive; x = no result given. A portion of the library; rates above refer to the full screens.

SMILES	NR2F2 inh	LRH-1 inv ag	TROY NFkB inh	Exocytosis inh	TWEAK-Fn14 inh	SRC1 inh	NCOA3 inh	TLR9-MyD88 inh	SRC2 inh	ABHD5-PLIN5 inh	NOD2-RIPK2 inh
CC(=O)N1CCN2C(=O)C1CCCC(=O)c1cc(C3CCCCC3)ccc12 (stereo not given)	17	10	-7	-2	8	-1	-10	-3	-13	-1	-18
Cc1c(CN2CCN(c3cccc(C(F)(F)F)c3)CC2)c(=O)n(-c2ccccc2)n1C	2	38	13	1	-6	12	-19	8	15	2	-11
Cc1ccc(CNC(=O)c2cc(Cl)cc(Cl)c2)n1C	-5	-12	16	-5	-9	-30	6	2	-15	3	-7
N#Cc1ccccc1COC(=O)CCC(=O)c1cccs1	3	5	-50	-1	-9	-5	0	5	6	-1	3
COc1cccc(Oc2nc3ncn(Cc4ccccc4)c3c(=O)n2C)c1	-3	-22	6	0	-8	-1	-6	12	-43	0	-8
COC(=O)N1CCN(S(=O)(=O)c2ccc(F)cc2)CC1	15	-3	5	-3	-3	-18	3	-1	11	-5	-6
CN(C)S(=O)(=O)c1cccc(NC(=O)CCCc2nc3ccccc3c(=O)[nH]2)c1	-2	15	-4	6	3	1	9	-1	10	2	-4
Cc1ccc(NC(=O)Cn2cccc2)c(Br)c1	7	-22	-13	-2	7	-6	-17	-11	-15	2	1
COc1ccc(CN2CCN(Cc3ccco3)CC2)cc1	1	8	-4	1	24	-31	-13	-13	14	-1	-3
O=C(NCc1ccc2c(c1)OCO2)C(=O)NCC1OCCN1S(=O)(=O)c1ccc(Cl)cc1 (stereo not given)	-10	6	-10	0	-6	-5	15	2	-19	-3	-7
CN(C)c1ccc(C(C(=O)NC2CCCC2)N(C(=O)c2csnn2)C2CC2)cc1 (stereo not given)	-5	7	-4	u	31	-2	-2	2	-45	2	-4
O=C(O)C1CCCCC1C(=O)NC1CCCCC1 (stereo not given)	-5	-19	5	1	-20	-13	1	-5	3	-5	-3
Cc1onc(-c2c(F)cccc2Cl)c1C(=O)OCc1cnc(Cl)s1	18	-18	-4	2	15	-9	-17	-1	-7	-6	-2
COCCSc1ccccc1C(=O)N1CCCC1	-8	17	7	-1	7	2	7	-3	-26	0	-14
Cc1ccc(NC(=O)CC2SC(=O)NC2=O)cc1 (stereo not given)	-25	-19	-2	3	17	-1	27	-5	-15	-15	1
Cc1[nH]c2ccccc2c1SCC(=O)N1CCOCC1	11	-12	13	0	3	8	3	2	5	-2	-9
COc1cc(OC)cc(C(=O)NNC(=O)CCNS(=O)(=O)c2ccc(C)c(C)c2)c1	9	0	-11	1	0	4	2	4	3	-6	-2
CC(=O)Nc1ccc(CN2CCC(N3CCC(C(=O)NC4CC4)CC3)CC2)cc1	8	-2	-12	-3	-4	2	-3	2	7	4	2
Cc1ccc2nc(-c3ccc(NC(=O)CCN4C(=O)c5ccccc5C4=O)cc3)sc2c1	-55	-206	-14	-3	34	-126	-85	-5	-56	9	-14
CCN1CCN(C(c2cccnc2)c2c(NC(=O)c3ccco3)sc(C)c2C)CC1 (stereo not given)	6	0	10	-2	5	-1	-9	2	-23	-7	2
O=c1onc(-c2ccccc2Cl)n1-c1ccccc1Cl	0	-3	-2	4	35	-10	18	2	-5	6	-10
CC1CCCCC1NC(=O)c1cc(Cl)nc2ccccc12 (stereo not given)	12	9	-1	4	6	2	0	-13	-1	-1	-10
CC(Sc1ccc(S(=O)(=O)N2CCOCC2)cn1)c1ccccc1Cl (stereo not given)	0	-17	11	-6	10	-6	-8	-19	-9	-11	-5
Cc1ccc(NC(=O)C2CCCNC2=O)nc1 (stereo not given)	11	0	-12	0	9	-10	2	0	-17	5	5
COc1cccc(C(=O)NOCc2ccc(C)cc2)c1OC	-22	15	-18	3	-1	-13	-10	-8	-25	0	-3
C=CCNCCOc1c(C)cc(C)cc1Cl	-1	4	-2	-1	-21	-34	8	-1	11	6	4
COc1ccc(OCCC(=O)Nc2ccccc2)cc1	6	-8	-22	5	1	1	-19	-8	-26	-1	6
CCCS(=O)(=O)NC(=O)C1(C)CCCN(C(=O)CCc2cccs2)C1 (stereo not given)	9	-7	1	1	-2	0	7	x	-20	-3	3
COc1cc(/C=N/NC(=O)c2cc(-c3ccccc3C)nc3ccccc23)cc(OC)c1O	-9	10	-1	5	-48	-16	9	x	-19	0	0
COC(=O)c1cn(Cc2cccc(C)c2)nn1	-15	-10	-2	2	8	-2	4	0	-5	2	-10

In a second layout: 15 of the compounds above
Every second line gives: NR2F2 inh | LRH-1 inv ag | TROY NFkB inh | Exocytosis inh | TWEAK-Fn14 inh | SRC1 inh | NCOA3 inh | TLR9-MyD88 inh | SRC2 inh | ABHD5-PLIN5 inh | NOD2-RIPK2 inh
- CN(C)S(=O)(=O)c1cccc(NC(=O)CCCc2nc3ccccc3c(=O)[nH]2)c1
 : -2 | 15 | -4 | 6 | 3 | 1 | 9 | -1 | 10 | 2 | -4
- Cc1ccc(NC(=O)Cn2cccc2)c(Br)c1
 : 7 | -22 | -13 | -2 | 7 | -6 | -17 | -11 | -15 | 2 | 1
- COc1ccc(CN2CCN(Cc3ccco3)CC2)cc1
 : 1 | 8 | -4 | 1 | 24 | -31 | -13 | -13 | 14 | -1 | -3
- O=C(NCc1ccc2c(c1)OCO2)C(=O)NCC1OCCN1S(=O)(=O)c1ccc(Cl)cc1 (stereo not given)
 : -10 | 6 | -10 | 0 | -6 | -5 | 15 | 2 | -19 | -3 | -7
- CN(C)c1ccc(C(C(=O)NC2CCCC2)N(C(=O)c2csnn2)C2CC2)cc1 (stereo not given)
 : -5 | 7 | -4 | u | 31 | -2 | -2 | 2 | -45 | 2 | -4
- O=C(O)C1CCCCC1C(=O)NC1CCCCC1 (stereo not given)
 : -5 | -19 | 5 | 1 | -20 | -13 | 1 | -5 | 3 | -5 | -3
- Cc1onc(-c2c(F)cccc2Cl)c1C(=O)OCc1cnc(Cl)s1
 : 18 | -18 | -4 | 2 | 15 | -9 | -17 | -1 | -7 | -6 | -2
- COCCSc1ccccc1C(=O)N1CCCC1
 : -8 | 17 | 7 | -1 | 7 | 2 | 7 | -3 | -26 | 0 | -14
- Cc1ccc(NC(=O)CC2SC(=O)NC2=O)cc1 (stereo not given)
 : -25 | -19 | -2 | 3 | 17 | -1 | 27 | -5 | -15 | -15 | 1
- Cc1[nH]c2ccccc2c1SCC(=O)N1CCOCC1
 : 11 | -12 | 13 | 0 | 3 | 8 | 3 | 2 | 5 | -2 | -9
- COc1cc(OC)cc(C(=O)NNC(=O)CCNS(=O)(=O)c2ccc(C)c(C)c2)c1
 : 9 | 0 | -11 | 1 | 0 | 4 | 2 | 4 | 3 | -6 | -2
- CC(=O)Nc1ccc(CN2CCC(N3CCC(C(=O)NC4CC4)CC3)CC2)cc1
 : 8 | -2 | -12 | -3 | -4 | 2 | -3 | 2 | 7 | 4 | 2
- Cc1ccc2nc(-c3ccc(NC(=O)CCN4C(=O)c5ccccc5C4=O)cc3)sc2c1
 : -55 | -206 | -14 | -3 | 34 | -126 | -85 | -5 | -56 | 9 | -14
- CCN1CCN(C(c2cccnc2)c2c(NC(=O)c3ccco3)sc(C)c2C)CC1 (stereo not given)
 : 6 | 0 | 10 | -2 | 5 | -1 | -9 | 2 | -23 | -7 | 2
- O=c1onc(-c2ccccc2Cl)n1-c1ccccc1Cl
 : 0 | -3 | -2 | 4 | 35 | -10 | 18 | 2 | -5 | 6 | -10

Later entries
SMILES	NR2F2 inh	LRH-1 inv ag	TROY NFkB inh	Exocytosis inh	TWEAK-Fn14 inh	SRC1 inh	NCOA3 inh	TLR9-MyD88 inh	SRC2 inh	ABHD5-PLIN5 inh	NOD2-RIPK2 inh
CCC[N+]1(CC#CC(O)(c2ccccc2)C2CCCCC2)CCCCC1 (stereo not given)	19	-4	-7	3	-11	2	27	-7	-19	-8	-1
CCOC(=O)c1c(C=O)c(C)n(Cc2ccc(Cl)cc2)c1C	3	3	23	0	7	2	21	9	16	1	5
COCCN1C(=O)c2[nH]nc(-c3ccccc3O)c2C1c1ccc(OC)cc1 (stereo not given)	-7	0	-12	2	-10	-18	-4	-10	-7	-2	-7
O=[N+]([O-])c1cc(/C=N\Nc2nc(-c3ccccc3)cs2)ccc1O	22	-28	-8	4	3	-5	-6	-7	-5	-5	-12
O=C1CN(Cc2nc3cc(Cl)ccc3c(=O)[nH]2)CCN1	-3	18	16	-3	9	-1	6	3	-7	0	-4
C=CCc1ccc(OCCCCN2CC(C)OC(C)C2)c(OC)c1 (stereo not given)	-9	-8	2	2	13	-9	8	6	2	-3	-9
CSc1nc2ccc3nc(NC(=O)C4COc5ccccc5O4)sc3c2s1 (stereo not given)	-14	-13	32	-1	45	-49	-6	14	-1	-7	-9
CCC1CN(C(=O)NCc2ccc(C)cc2)c2cc(C)ccc2O1 (stereo not given)	1	-21	-15	8	10	-14	0	1	24	-8	-2
CCOC(=O)Nc1cccc(C(=O)O)c1	-10	-9	-3	4	-16	-44	-27	-2	-5	4	-12
O=C(Nc1ccccc1N1CCOCC1)c1cccnc1Cl	-10	5	0	-2	9	-17	12	2	23	2	-2
CN(C(=O)CSc1ncccc1C(=O)O)c1ccccc1	-11	-30	3	-1	0	10	-2	7	0	-4	-9
CCNC(=O)CSc1nc2ccccc2c(=O)n1CCCOC(C)C	7	0	-5	-1	-2	9	-1	-3	-16	2	-2
CN1CCSc2ccc(C(=O)Nc3cc(F)ccc3F)cc21	-43	-137	-41	-4	-6	-102	-85	-2	-58	-4	3
Cc1ccc(NS(=O)(=O)c2ccc(C(C)C)cc2)cc1S(=O)(=O)N1CCOCC1	-9	-26	4	-1	3	2	1	-17	-14	-6	4
COCCCNc1ccn2nc(-c3ccc(OCc4ccccc4)cc3)cc2n1	23	-16	49	8	78*	-16	-56	x	5	-4	-4
CCOc1ccccc1CNCCO	-2	-21	-5	-9	-6	-3	-9	7	-2	-3	-9
CSc1sc(C#N)c2c1/C(=N\O)CCC2	-1	6	-7	2	-31	23	4	4	2	-3	12
NCCCC[C@@H](C(=O)N1CCNCC1)n1cc([C@@H](N)CC(N)=O)nn1	-5	21	1	-12	-6	-1	-4	8	-39	-6	3
Cc1c(=O)n(OCc2ccccc2F)c2ccccc2[n+]1[O-]	-7	10	-1	0	-3	-5	-4	2	5	-1	-5
Cc1cc(C)n(S(=O)(=O)c2cc(C)c(C)cc2C)n1	4	-1	3	0	-15	1	-8	-6	-30	-3	-7
CCCCSc1nnc(-c2ccccc2)c2ccccc12	0	-3	3	-3	22	9	-11	2	-34	2	-9
Cc1cc(Cl)ccc1NC(=O)CN1C(=O)NC2(CCCc3ccccc32)C1=O (stereo not given)	-2	39	-11	2	-2	0	5	-2	8	-15	-4
COc1ccc(C(=O)N2CCCC(Nc3ccc(C(C)C)cc3)C2)c(OC)n1 (stereo not given)	-13	8	9	8	-1	-12	-24	-3	17	2	1
N[C@@H](Cc1ccccc1)c1nnc2sc(SCc3ccccc3)nn12	7	6	-15	1	9	1	23	-5	-2	6	4
CCOCCCNC(C(=O)Nc1ccc(OC)c(Cl)c1)c1ccccc1 (stereo not given)	-8	-11	-22	2	-15	-25	8	0	-6	-5	1

Assay outcomes deposited in PubChem BioAssay by several laboratories.
